Screening data: PubChem, National Center for Advancing Translational Sciences (NCATS)
Shiga inhibitor: A qHTS for Small Molecule Inhibitors of Shiga Toxin; inhibition, % at 38.7 µM; actives 9.2% (n = 290,000); Vero cells, Shiga toxin protein synthesis inhibition reporter; in the data active = inhibition mostly above about 28%, no sharp cut-off; inactive = mostly below about 43%; note: 0% is about no effect
Pf growth 48h: Primary qHTS for delayed death inhibitors of the malarial parasite plastid, 48 hour incubation | Potency, µM (top dose mostly 28.7 µM), inactives show at the top dose activity change, negative = inhibition, actives largely listed as inhibitors | P. falciparum luciferase growth in erythrocytes, 48 h | actives 5.9% (n = 310,000); note: potency is the fitted concentration of half-maximal effect; % is set by controls: 0 for no effect and ±100 for the full control effect
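Cell-based growth assay: transgenic P. falciparum expressing firefly luciferase, cultured in red cells within RPMI 1640 containing 0.5% w/v Albumax, 24 mM bicarbonate and gentamycin. A drop in luciferase activity indicates inhibition.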
AmpC inh no detg: qHTS Inhibitors of AmpC Beta-Lactamase (assay without detergent); Potency, µM (highest dose often 57.1 µM), for the others: at the top dose activity change, negative = inhibition, actives largely listed as inhibitors; AID 485341, 2010; AmpC nitrocefin hydrolysis, absorbance 480 nm, 0.0001% Triton; actives 0.52% (n = 330,000);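 note: potency is the fitted concentration of half-maximal effect; plate controls were no compound for no effect and no enzyme for full effect; nearly all actives have a fitted effect of over 20% in size; some results filed as inactive show a strong effect at the top dose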
Target sequence (P00811 whole entry, looked up): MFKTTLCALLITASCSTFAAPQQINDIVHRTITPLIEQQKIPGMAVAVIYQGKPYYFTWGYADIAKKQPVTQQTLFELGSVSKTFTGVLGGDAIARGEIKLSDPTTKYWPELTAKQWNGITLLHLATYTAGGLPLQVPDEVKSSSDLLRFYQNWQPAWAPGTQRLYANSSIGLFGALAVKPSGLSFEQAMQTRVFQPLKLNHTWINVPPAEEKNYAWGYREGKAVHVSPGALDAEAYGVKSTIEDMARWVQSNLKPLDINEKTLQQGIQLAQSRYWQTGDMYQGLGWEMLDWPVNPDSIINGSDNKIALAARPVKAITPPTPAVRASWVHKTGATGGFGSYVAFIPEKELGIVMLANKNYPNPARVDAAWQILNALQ
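20 mM phosphate pH 7.0 + 0.01% (detergent screen) or 0.0001% Triton X-100; 5.3 nM AmpC reagent; cpd preinc 15 min RT; nitrocefin (800 uM stock) to start; A480 q20 s × 4 min; Activity was normalised to no-enzyme and no-compound control wells.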
LmPK inhibitor: qHTS Assay for Inhibitors of Leishmania Mexicana Pyruvate Kinase (LmPK); Q27686; purified LmPK, Kinase-Glo ATP luminescence, 1 h; Potency, µM (highest dose often 57.5 µM), for the others: at the top dose activity change, negative = inhibition, most hits filed as inhibitors; actives 0.37% (n = 290,000); note: potency is the fitted concentration of half-maximal effect; % is set by controls: 0 for no effect and ±100 for the full control effect
Target sequence (Q27686 whole entry, looked up): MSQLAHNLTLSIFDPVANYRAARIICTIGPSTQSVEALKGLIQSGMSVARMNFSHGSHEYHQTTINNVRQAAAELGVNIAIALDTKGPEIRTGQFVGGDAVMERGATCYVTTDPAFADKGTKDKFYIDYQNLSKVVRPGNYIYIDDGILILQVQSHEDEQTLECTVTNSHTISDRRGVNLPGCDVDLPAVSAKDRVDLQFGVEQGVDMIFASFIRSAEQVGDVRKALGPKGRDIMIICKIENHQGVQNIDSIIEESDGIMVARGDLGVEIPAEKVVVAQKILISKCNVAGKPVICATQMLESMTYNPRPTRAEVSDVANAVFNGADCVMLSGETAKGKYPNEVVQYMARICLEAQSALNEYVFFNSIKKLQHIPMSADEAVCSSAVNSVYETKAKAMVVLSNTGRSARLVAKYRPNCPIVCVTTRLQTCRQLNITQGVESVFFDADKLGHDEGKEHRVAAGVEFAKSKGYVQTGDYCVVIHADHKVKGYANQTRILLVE
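Kinase-Glo luminescence read after 1 h RT reaction of 0.1 nM LmPK with 0.5 mM PEP and 0.1 mM ADP. Activity scaled between uninhibited and enzyme-free controls.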
CHX counter: Cycloheximide Counterscreen for Small Molecule Inhibitors of Shiga Toxin. cell reporter, cycloheximide protein synthesis inhibition counterscreen. max response, %. actives 12% (n = 300,000). AID 2314, 2010; in the data active = max response mostly above about 13%, no sharp cut-off; inactive = mostly below about 14%; note: read at 38.3 µM for the half of the compounds with a filed dose; 0% is about no effect
Tb PYK inh: qHTS of Trypanosoma Brucei Inhibitors; pyruvate kinase (Trypanosoma brucei), Q57TT1; TbPYK enzyme, Kinase-Glo Plus ATP luminescence, 45 min; Potency, µM (doses to about 76.8 µM), for the others: top-dose activity, negative = inhibition, most hits filed as inhibitors; actives 0.12% (n = 410,000); AID 624173, 2012; note: potency is the fitted concentration of half-maximal effect; % is set by controls: 0 for no effect and ±100 for the full control effect; nearly all actives have a fitted effect of over 50% in size
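Glycolytic pyruvate kinase of T. brucei was incubated with substrate, test compound and 130 uM ADP for 45 minutes at room temperature. Luminescent Kinase-Glo Plus signal was measured after 10 minutes.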
Pf growth 96h: Primary qHTS for delayed death inhibitors of the malarial parasite plastid, 96 hour incubation; Potency, µM (titrated, usually from 28.7 µM), inactives show at the top dose activity change, negative = inhibition, usual class: inhibitors; AID 504834, 2011; P. falciparum luciferase reporter growth, 96 h; actives 6.9% (n = 320,000); note: potency is the fitted concentration of half-maximal effect; % is set by controls: 0 for no effect and ±100 for the full control effect
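Delayed-death screen, second-generation endpoint: infected erythrocytes, 2% hematocrit, 0.05% parasitemia final; 96 hours at 37 C, 5% CO2; luciferase detection reagent; luminescence decrease equals reduced growth.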
* = called active by the depositor; ? = inconclusive; nt = no result given; [ ] = dose if it differs, or a comment. Unless noted, calls come from the whole dose curve; as a rule, active = well fitted curve in the direction sought with a large enough effect; inconclusive = small, poorly fitted or top-dose-only effect, or another doubt; inactive = no such curve, though single readings can be large; an effect the other way counts as inactive or inconclusive. An unsorted share of the library; overall some 22% were active at least once.

SMILES	Shiga inhibitor	Pf growth 48h	AmpC inh no detg	LmPK inhibitor	CHX counter	Tb PYK inh	Pf growth 96h
COc1cccc(C2CC(=O)Nc3c2c(=O)n(C)c(=O)n3C)c1OC (stereo not given)	-6	-18%	-6%	-2%	-1	1%	17%
CCOC(=O)c1ccc(-c2c(-c3ccccc3OC)sc3cc4c(cc23)OCO4)cc1F	nt	1.9µM*	-41%	nt	nt	6%	?
COc1ccc(OCC(=O)Nc2c3c(nn2-c2ccccc2)CS(=O)(=O)C3)cc1	-8	9%	-14%	1%	-2	-5%	2%
COC(=O)c1ccc2c(=O)n(CCCCCC(=O)NCCNC(C)=O)c(=O)[nH]c2c1	-4	-15%	0%	-5%	-1	-2%	-13%
O=Cc1cn(CC(=O)Nc2ccc3c(c2)OCO3)c2ccccc12	11	-12%	-30%	3%	4	-2%	9%
O=C(c1ccc([N+](=O)[O-])cc1)N1CCc2ccccc2C1	26*	-10%	-12%	1%	1	-6%	-28%
C=CCC1(C#N)C(=S)NC(C)=C(C(=O)OCC)C1c1ccccc1 (stereo not given)	-21	1.5µM*	-32%	0%	-2	-4%	?
O=C(Cc1ccc([N+](=O)[O-])cc1)N1CCN=C1SCc1ccccc1	-8	?	-13%	4%	1	2%	-18%
COc1ccccc1CNC(=O)CN1C(=O)c2ccccc2S1(=O)=O	-1	8%	-14%	-5%	15	-1%	-6%
CC(c1ccccc1)N1C(=O)NC(NC(=O)c2cccnc2)(C(F)(F)F)C1=O (stereo not given)	-3	-6%	-1%	5%	-2	3%	-4%
O=C1OCc2ccc(NC(=O)c3ccccc3C(=O)O)cc21	58*	3%	-20%	-8%	34*	3%	16%
CC12CCC(C(=O)OC3CCCCC3)(OC1=O)C2(C)C (stereo not given)	-5	31%[activator]	-11%	0%	-2	4%	12µM*
CSCC(C)N1CCC(n2nccc2NC(=O)c2ccccc2C)CC1 (stereo not given)	-19	31%[activator]	0%	-3%	-1	6%	1%
O=C(NCCc1ccccc1)C1CCN(S(=O)(=O)N2CCOCC2)CC1	5	16%	4%	-3%	8	5%	0%
O=C(CSCCO)Nc1cc(C(F)(F)F)ccc1Cl	4	-19%	-12%	-6%	-1	-4%	?
CCOCCOC(=O)c1[nH]c2c(c1C)C(=O)CC(c1ccccc1)C2 (stereo not given)	12	nt	-15%	-4%	-2	-13%	-1%
Cc1cc(=O)[nH]c(SCC(=O)Nc2ccc3c(c2)OCCO3)n1	-14	?	3%	-12%	-2	-2%	?
CCc1ccccc1Nc1nc2ccccc2n1CC	-12	?	-7%	2%	-5	1%	10%
CC(=O)C1=C(C)Nc2ncnn2C1c1ccc(Br)cc1 (stereo not given)	19	1%	4%	-2%	5	4%	10%
N#Cc1ccc(S(=O)(=O)NC2CCCCNC2=O)cc1 (stereo not given)	-3	nt	-7%	1%	-3	-6%	-4%
COc1ccc(OC)c(-c2cc(C(=O)NCCCn3ccnc3)no2)c1	20	?	-8%	-6%	-5	1%	?
CCc1nnc(NC(=O)CSc2nnc(-c3ccncc3)n2Cc2ccccc2)s1	-17	6%	-6%	0%	-5	nt	-16%
CCOC(=O)C1C(C(C)=O)=C(c2ccccc2)c2ccccc2N1S(=O)(=O)C(F)(F)F (stereo not given)	8	nt	1%	nt	18	-2%	nt
C=CCn1c(SCC(=O)Nc2ccc(NC(=O)c3ccco3)c(OC)c2)nnc1-c1ccncc1	-11	13µM*	48%	-4%	-1	0%	?
Cc1cccc2cc(CN(CCc3ccccc3)C(=O)N3CCOCC3)c3nnnn3c12	-15	14%	-2%	2%	3	3%	24%
O=C(COc1ccc(Cl)cc1)NCc1nnc(SCC(=O)NCc2ccc3c(c2)OCO3)o1	27	?	3%	3%	-4	2%	-29%
CCCOC(=O)C1=C(C)NC(=O)NC1c1cc2c(cc1Br)OCO2 (stereo not given)	-7	?	6%	7%	-1	-11%	10%
O=C(CNC(=O)c1cccs1)Nc1ncccc1O	nt	17%	-2%	nt	nt	-2%	6%
CCC(C)NS(=O)(=O)c1ccc(NC(=O)Cc2ccc(OC)cc2)cc1 (stereo not given)	0	2%	-22%	-4%	2	4%	?
Oc1ccc(C2=CSC3=NCCN23)cc1O	-4	9.3µM*	-4%	-16%	-4	4%	37%[activator]
Cc1ccc(S(=O)(=O)NNC(=O)c2sccc2-n2cccc2)cc1	6	-7%	-23%	1%	2	0%	61%[activator]
CCOc1ccc(N2C(=O)/C(=C\c3ccccc3OC)S(=O)(=O)C2c2cccc([N+](=O)[O-])c2)cc1 (stereo not given)	-9	-1%	-11%	-2%	-1	4%	?
COc1cccc(C(=O)NNC(=O)c2cccc(F)c2)c1	nt	106%[activator]	-5%	7%	27*	-13%	0.37µM*
COc1ccc(C(c2nnnn2C2CCCCC2)N2CCN(c3ccc(OC)cc3)CC2)cc1 (stereo not given)	-10	12µM*	49%	1%	-2	-7%	nt
Cc1cc(OCC(=O)Nc2ccccc2N2CCCCC2)ccc1C(C)C	nt	?	-23%	nt	nt	3%	10µM*
C=CC[N+]1(C)CC[C@]23c4c5ccc(O)c4O[C@H]2C(=O)CC[C@@]3(O)[C@H]1C5 (stereo not given in full)	nt	-22%	-16%	nt	nt	-20%	-17%
Cc1ccc(NC(=O)CCC(=O)OCC(F)(F)C(F)F)cc1	-3	11%	-33%	-6%	-9	6%	nt
O=C1NC(=O)C(=Cc2ccc(N3CCOCC3)cc2)C(=O)N1	48	?	-22%	0%	-2	?	9%
CCC(C)C(N)C(=O)NC(CCC(=O)OCc1ccccc1)C(N)=O (stereo not given)	-10	26%	34%	-1%	-8	-2%	18%
CC(C)n1c(O)c(N=NC(=O)c2ccccc2NS(=O)(=O)c2cccs2)c2ccccc21	-13	-16%	-56%	4%	-10	-22%	?

The last two entries of the section before are carried over, then new ones follow:
SMILES	Shiga inhibitor	Pf growth 48h	AmpC inh no detg	LmPK inhibitor	CHX counter	Tb PYK inh	Pf growth 96h
CCC(C)C(N)C(=O)NC(CCC(=O)OCc1ccccc1)C(N)=O (stereo not given)	-10	26%	34%	-1%	-8	-2%	18%
CC(C)n1c(O)c(N=NC(=O)c2ccccc2NS(=O)(=O)c2cccs2)c2ccccc21	-13	-16%	-56%	4%	-10	-22%	?
O=C(NN=C1CCCC1)c1cc(-c2ccccc2)n[nH]1	-5	4%	-37%	-3%	10	-7%	11%
Cc1cc(C)n(-c2ccc(NC(=O)C3CCN(Cc4ccc(C)o4)CC3)cc2)n1	-3	13µM*	31%	9%	1	-3%	15µM*
Cc1ccc(C(=O)NCC2CCCO2)o1 (stereo not given)	-10	1%	-3%	3%	-1	1%	17%
O=C(O)CSc1ccc2nnc(-c3cccnc3)n2n1	-4	?	-16%	-3%	-3	0%	?
C#CCNC(=O)C1=C[C@@H](c2ccc(C(F)(F)F)cc2)C[C@@H](OCCCCO)O1	4	?	83%[activator]	5%	2	2%	?
CCn1c(CC(=O)Nc2ccccc2)nnc1SCC(=O)NC1=NCCS1	-5	0%	22%	-6%	-4	1%	20%
Cc1ccc(S(=O)(=O)N2CCN(C)CC2)c(C)c1N(C)S(=O)(=O)c1ccc(Cl)cc1	-20	?	230%[activator]	8%	-3	-5%	nt
CNC(=O)CN(CCc1ccccc1)S(=O)(=O)c1ccc(OC)cc1	-4	12%	20%	0%	-1	-9%	?
CC1(C)C(=O)OC(c2cccs2)C2(CCCCC2)C1=O (stereo not given)	-11	nt	-7%	4%	-2	-4%	?
Cn1nnnc1SCc1ccc(F)cc1	-10	nt	-9%	8%	-1	-6%	49%[activator]
CCOC(=O)C1C(c2cccc(Cl)c2Cl)NC(=O)NC1(O)C(F)(F)F (stereo not given)	-16	16%	1%	-5%	7	-1%	-20%
C/C(N)=C(/C#N)C(=O)CSc1nc2ccccc2c(=O)n1-c1ccc(C)c(Cl)c1	-11	-13%	-18%	2%	1	22%	-12%
O=C(OCCN1CCCCC1)c1ccccc1Br	40	-13%[0.00184 µM]	-13%	3%	35*	-14%	48%[activator]
O=C(CCn1nnc2ccccc21)N1CCC(O)(c2cccc(F)c2)CC1	42	24%	12%	3%	6	-14%	84%[activator]
O=C(Cc1cccs1)Nc1ccc(F)cc1	8	27%	-20%	-3%	10.0*	3%	?
Cc1cc(NC(=O)CSc2nc3sc(C)c(C)c3c(=O)n2C2CCCC2)no1	-4	43%[activator]	-3%	7%	-8	-3%	?
COc1ccc(CCNC(=O)C2CCCN(S(=O)(=O)c3ccc(F)cc3)C2)cc1 (stereo not given)	-15	?	15%	0%	5	2%	?
COc1cccc(-c2n[nH]c(=S)n2Cc2ccco2)c1OC	-8	2%	-16%	?	-4	?	3%
Cc1ccc(S(=O)(=O)N2CCOCC2)cc1C(=O)Nc1ccccn1	-7	-1%	0%	5%	-2	-2%	?
CNc1nc(N)c([N+](=O)[O-])c(Nc2ccccc2OC)n1	15	nt	-20%	1%	-3	3%	0%
O=C(Cn1c(C(=O)NCc2ccco2)cc2sccc21)c1ccccc1	-3	?	-36%	-3%	24*	-4%	-12%
CCn1cc(C(=O)NCc2ccncc2)c(=O)c2cc(F)c(N3CCN(C(=O)c4ccco4)CC3)cc21	24	6.6µM*	124%[activator]	-3%	-3	-6%	10µM*
O=C(NNC(=O)c1cccs1)c1ccc(Cl)c(Cl)c1	24	25%	-19%	1%	-1	5%	?
COC(=O)c1[nH]c2ccccc2c1NC(=O)/C=C/c1ccc2c(c1)OCO2	21	43%[activator]	-11%	1%	12	-14%	-9%
Cc1ccc(C)c(N(CC(=O)Nc2cc(Cl)ccc2Oc2ccccc2)S(C)(=O)=O)c1	-10	?	10%	3%	-4	-4%	15µM*
CCC1(C)Cc2c(sc3nc(NC)n(C)c(=O)c23)CO1 (stereo not given)	27	?	13%	-2%	67*	-29%	?
O=C(/C=C/c1ccc(Cl)cc1)N(Cc1ccccc1)c1ccccn1	107*	?	-10%	0%	21*	1%	-39%
Cc1ccc(NC(=O)CN2CCN(C)CC2)cc1Br	2	-23%	-30%	-4%	-1	-2%	-8%
Cn1c(=O)c2c(-c3ccccc3)n(N3CCOCC3)cc2n(C)c1=O	-16	18%	-14%	0%	-5	-4%	-15%

Copied from the list.
Reading for CCC1(C)Cc2c(sc3nc(NC)n(C)c(=O)c23)CO1 (stereo not given) in CHX counter: 67*
Reading for Cc1ccc(NC(=O)CN2CCN(C)CC2)cc1Br in Tb PYK inh: -2%
Reading for Cn1c(=O)c2c(-c3ccccc3)n(N3CCOCC3)cc2n(C)c1=O in Shiga inhibitor: -16
Reading for O=C(NNC(=O)c1cccs1)c1ccc(Cl)c(Cl)c1 in AmpC inh no detg: -19%
Reading for COC(=O)c1[nH]c2ccccc2c1NC(=O)/C=C/c1ccc2c(c1)OCO2 in CHX counter: 12
